14-3-3 Bad inh = inhibitors of 14-3-3 zeta/Bad binding, primary screen, biochemical, TR-FRET, bovine 14-3-3 zeta | 14-3-3 protein zeta/delta (Bos taurus), P63103 | TR-FRET 14-3-3zeta/Dy647-pBad peptide displacement, 1 h | inhibition, % at 21.7 µM | 220,000 tested, 0.71% active | AID 781, 2007;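 active = inhibition above about 70%, limit read from the data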;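 note: 0% = full 14-3-3 plus peptide FRET controls and 100% = background without 14-3-3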
Target sequence (P63103 whole entry, looked up): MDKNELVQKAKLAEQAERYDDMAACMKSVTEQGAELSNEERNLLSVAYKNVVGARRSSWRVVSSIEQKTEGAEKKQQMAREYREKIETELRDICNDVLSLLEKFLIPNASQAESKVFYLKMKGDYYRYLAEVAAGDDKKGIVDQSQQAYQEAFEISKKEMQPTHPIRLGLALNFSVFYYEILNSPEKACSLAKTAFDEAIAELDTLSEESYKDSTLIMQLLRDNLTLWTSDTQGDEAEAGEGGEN
p97 inhibitor = inhibitors of human p97 ATPase, primary screen, biochemical | 220,000 tested, 0.42% active | recombinant p97 ATPase, Kinase-Glo ATP luminescence, 3 h | inhibition, % at 8 µM | Transitional endoplasmic reticulum ATPase (Homo sapiens), P55072 | AID 1481, 2009; in the data active = inhibition above about 15%;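 note: 0% = DMSO vehicle and 100% = wells lacking enzyme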
Wee1 stabilizer = Wee1 degradation inhibitors, primary screen, cell-based, HeLa, Wee1K328M-luciferase, luminescence; reporter increase, % at 5 µM; HeLa Luc-Wee1K328M stability; 100% = proteasome inhibitor MG132 effect; 220,000 tested, 1.2% active; Wee1-like protein kinase (Homo sapiens), P30291;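 active = activation above the mean of all tested compounds plus 3 SD, set per screening run, cut at about 8.8% in these data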;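 note: cells exposed to compound for 20 h before luminescence read; 0% = DMSO alone and 100% = MG132 at 30 µM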
Target sequence (P30291 whole entry K328M): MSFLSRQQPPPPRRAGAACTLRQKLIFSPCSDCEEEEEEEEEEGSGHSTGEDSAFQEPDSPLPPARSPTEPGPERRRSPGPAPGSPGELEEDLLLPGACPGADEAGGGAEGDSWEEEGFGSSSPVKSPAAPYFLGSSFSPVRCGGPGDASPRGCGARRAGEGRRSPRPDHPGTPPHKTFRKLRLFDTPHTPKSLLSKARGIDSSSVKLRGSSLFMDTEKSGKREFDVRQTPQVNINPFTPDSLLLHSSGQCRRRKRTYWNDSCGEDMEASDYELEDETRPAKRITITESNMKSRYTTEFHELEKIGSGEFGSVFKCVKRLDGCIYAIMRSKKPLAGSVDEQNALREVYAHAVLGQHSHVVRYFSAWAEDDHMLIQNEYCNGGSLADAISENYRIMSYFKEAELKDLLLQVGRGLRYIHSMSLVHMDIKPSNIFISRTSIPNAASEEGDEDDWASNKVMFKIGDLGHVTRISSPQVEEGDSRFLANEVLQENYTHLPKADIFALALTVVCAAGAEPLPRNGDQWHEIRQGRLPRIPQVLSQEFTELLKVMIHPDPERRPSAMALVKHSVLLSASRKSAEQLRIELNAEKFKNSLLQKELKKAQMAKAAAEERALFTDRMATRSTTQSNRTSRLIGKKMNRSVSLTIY
Rad51 HR inh = human RAD51 strand exchange inhibitors, primary screen, biochemical, fluorescence; 200,000 tested, 0.085% active; hRad51 DNA strand exchange, fluorescence dequenching; inhibition, % at 10 µM;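 active = inhibition above 40% at the single screening dose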;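 note: 0% = DMSO control wells and 100% = blanks with heterologous ssDNA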
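material = hRad51 filaments on single-stranded DNA | reagent = Donor/quencher-labelled 47-bp dsDNA substrate | compound = 10 µM final, single point | schedule = strand-exchange reaction 15 min at room temperature | measured by = fluorescein emission 520 nm, excitation 485 nm | read-out basis = % inhibition versus plate control and blank means | benchmarks = plate controls and plate blanks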
hK5 inh = human KLK5 protease inhibitors, primary screen, biochemical, 1536-well. Kallikrein-5 (Homo sapiens), Q9Y337. recombinant hK5, fluorogenic AMC substrate cleavage. inhibition, % at 5 µM. 210,000 tested, 0.59% active. AID 873, 2007;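 active = inhibition of 40% or more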;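 note: 0% = enzyme controls without compound and 100% = no-enzyme blanks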
Mdm2 ligase inh = MDM2-luciferase reporter signal enhancers, primary screen, MDM2 E3 ligase inhibitor project, cell-based, luminescence, 1536-well | signal enhancement, % at 5 µM | cell-based MDM2 ubiquitination luciferase reporter, 2 h; 0 = plate control, 100 = twice control, blank-subtracted | 210,000 tested, 0.11% active | E3 ubiquitin-protein ligase Mdm2 (Homo sapiens), Q00987 | AID 1230, 2008;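 active = signal enhancement of 30% or more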;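 note: luminescence tracks abundance of the self-degrading MDM2-luciferase fusion protein; higher signal means inhibition of MDM2 E3 ligase activity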
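Material: stable MDM2–luciferase fusion reporter cells / Quantity: 2000 cells/well / Dosing: single 5 µM compound dose, 0.2% final DMSO / Buffer or medium: DMEM / Schedule: 4 h cell settling then 2 h compound exposure, 37 °C / Detection: luminescence with SteadyLite reagent, 15 min at room temperature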
FXIa inh 1536 = human FXIa protease inhibitors, primary screen, biochemical, 1536-well; Coagulation factor XI (Homo sapiens), P03951; purified FXIa, Boc-Glu-Ala-Arg-AMC fluorogenic substrate; inhibition, % at 5 µM; 220,000 tested, 0.14% active;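 active = inhibition of at least 40%; inactive = inhibition below 40%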;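 note: fluorescence of freed AMC excited at 355 nm; 0% = enzyme without compound and 100% = no enzyme blank; many of its hits are not listed in these tables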
eIF4E-4G inh = eIF4E–eIF4G protein interaction inhibitors, primary screen, biochemical, uHTS, TR-FRET, eIF4GI fragment | Eukaryotic translation initiation factor 4E (Mus musculus) + Eukaryotic translation … | TR-FRET eIF4E-eIF4GI(517-606) binding, 2 h | inhibition, % at 21.7 µM | 220,000 tested, 0.37% active;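 active = inhibition above about 30%, limit read from the data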;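 note: 0% = full FRET control wells and 100% = background wells lacking eIF4GI fragment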
FXIIa inh 1536 = human FXIIa protease inhibitors, primary screen, biochemical, 1536-well. inhibition, % at 5 µM. Coagulation factor XII (Homo sapiens), P00748. AID 800, 2007. 220,000 tested, 0.3% active. purified FXIIa, Boc-QGR-AMC fluorogenic substrate, 2 h; in the data active = inhibition above about 40%;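 note: 0% = enzyme with no compound and 100% = blank without enzyme; many of its hits are not listed in these tables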
Numbers without * were called inactive; x = no result given; [ ] = another dose, or the depositor's remark.

No.	Molecule	14-3-3 Bad inh	p97 inhibitor	Wee1 stabilizer	Rad51 HR inh	hK5 inh	Mdm2 ligase inh	FXIa inh 1536	eIF4E-4G inh	FXIIa inh 1536
1	Cc1ccc(NCN2C(=O)C3CC=CCC3C2=O)cc1 (stereo not drawn)	-5.2	1.0	-1.4	2.4	-7.3	-4.6	7.7	2.6	13.4
2	CN1C(=O)/C(=C/C=C2\SCCN2C)OC1=S	-0.1	4.4	9.7*	-109.5	2.8	-14.8	2.8	5.3	8.6
3	CCOC(=O)c1cc(-c2ccco2)nc2c1c(C)nn2CCC#N	5.1[fluorescence artefact?]	0.1	-0.6	-1.5	-1.4	-6.2	18.8	-2.2	15.6
4	O=C(Nc1cccnc1)c1sc2cccc(F)c2c1Cl	-2.1	-1.9	14.6*	-17.5	0.5	-8.1	-1.9	-0.7	6.8
5	Cc1cc(C)c2nc(-c3ccccn3)cc(C(=O)NCc3ccc(S(N)(=O)=O)cc3)c2c1	-5.1	4.9	4.9	x	x	-13.5	3.7	2.9	12.5
6	O=C(COC(=O)C1CCN(S(=O)(=O)c2cccc3cccnc23)CC1)c1ccccc1	1.3	1.7	-0.6	x	-2.3	-5.9	0.1	-3.9	2.6
7	CC(C)OC(=O)CCCNc1ccc([N+](=O)[O-])cc1[N+](=O)[O-]	5.2[fluorescence artefact?]	-2.5	0.9	6.0	0.7	-1.1	7.8	-0.7	7.2
8	CCOc1ccc(N2CC(C(=O)Nc3ccc(S(=O)(=O)N4CCOCC4)cc3)CC2=O)cc1 (stereo not drawn)	4.5	1.9	2.6	-0.1	4.1	-7.4	-1.0	0.9	0.0
9	O=c1[nH]c2ccccc2n2c(=S)[nH]nc12	3.0	7.5	-1.3	x	-3.5	-2.6	-1.6	27.2	0.3
10	Nc1cc2c(cc1C(=O)c1cccc(Br)c1)OCCO2	3.5	-2.7	2.2	x	x	-19.1	4.6	1.1	10.8
11	Oc1ccc(/C=N/NC(=S)Nc2cccnc2)c(O)c1O	72.2*	19.6*	2.5	-12.8	-46.2	x	2.3	57.6*	4.9
12	C/C=C/Cn1c(SCc2ccc(Cl)cc2)nc2c1c(=O)[nH]c(=O)n2C	-3.1	-4.6	5.0	1.0	-6.8	-8.7	-2.4	2.2	7.6
13	COc1cccc(C2/C(=C(\O)c3ccc4c(c3)OCO4)C(=O)C(=O)N2CCN(C)C)c1OC (stereo not drawn)	9.7	2.2	-1.3	1.4	6.3	-18.0	5.4	2.0	14.6
14	Cc1c(NC(=O)c2ccc(N(C)S(=O)(=O)c3ccccc3)cc2)c(=O)n(-c2ccccc2)n1C	-1.0	0.6	2.5	-13.0	-9.4	-13.7	-4.0	2.9	3.1
15	CC1(C)Cc2nc3sc(C(=O)NCCO)c(N)c3cc2CO1	-1.8	-7.7	-1.6	-0.5	-6.8	1.7	9.1	1.3	15.7
16	Cc1ccc(NC(=O)CC2SC3=NCCCN3C2=O)c(C)c1 (stereo not drawn)	-12.7	5.1	2.1	-7.3	-17.5	-0.2	-8.3	0.0	0.9
17	CC(=O)Nc1nc2ccccc2n1Cc1ccccc1	-2.2	1.4	-0.3	4.7	3.0	2.1	-13.1	-7.8	-9.2
18	NS(=O)(=O)c1ccc(CCNC(=S)Nc2ccc(F)cc2)cc1	-18.0	2.5	-0.5	28.9	-4.9	-12.5	-3.0	-5.0	4.2
19	COC(=O)c1cc(C(=O)OC)cc(-n2c(C)cc(C=O)c2C)c1	-11.0	-0.1	-0.7	2.5	0.9	-3.7	-5.0	-1.2	5.8
20	COc1ccc(NC(=O)C2CCCO2)cc1OC (stereo not drawn)	-4.0[fluorescence artefact?]	2.6	1.8	-8.9	-9.7	-24.3	1.0	-5.2	9.4

Among those listed so far, 2 have a Cl atom:
No.	Molecule	14-3-3 Bad inh	p97 inhibitor	Wee1 stabilizer	Rad51 HR inh	hK5 inh	Mdm2 ligase inh	FXIa inh 1536	eIF4E-4G inh	FXIIa inh 1536
4	O=C(Nc1cccnc1)c1sc2cccc(F)c2c1Cl	-2.1	-1.9	14.6*	-17.5	0.5	-8.1	-1.9	-0.7	6.8
12	C/C=C/Cn1c(SCc2ccc(Cl)cc2)nc2c1c(=O)[nH]c(=O)n2C	-3.1	-4.6	5.0	1.0	-6.8	-8.7	-2.4	2.2	7.6

(more compounds)
No.	Molecule	14-3-3 Bad inh	p97 inhibitor	Wee1 stabilizer	Rad51 HR inh	hK5 inh	Mdm2 ligase inh	FXIa inh 1536	eIF4E-4G inh	FXIIa inh 1536
21	C1=CC2CC1CC2CN1CCN(c2ccccc2)CC1 (stereo not drawn)	75.1*	4.2	-0.7	-4.2	-24.1	-14.9	-4.5	-0.3	5.3
22	O=C(Nc1ccc(Cn2cccn2)cc1)c1ccc(COc2ccc(Br)cc2)cc1	6.8[fluorescence artefact?]	1.1	1.2	-3.6	-9.7	14.5	0.4	-3.5[fluorescence artefact?]	-5.4
23	O=C(COc1ccccc1[N+](=O)[O-])NCCC1=CCCCC1	4.2	-6.0	-1.8	-10.9	-2.8	-1.5	-1.9	1.1	6.6
24	O=C(c1cccc(C(=O)N2CCN(c3ccccc3)CC2)c1)N1CCN(c2ccccc2)CC1	3.1[fluorescence artefact?]	-2.0	-1.0	4.2	-12.7	-10.7	-2.4	0.9[fluorescence artefact?]	0.3
25	CNC(=S)Nc1cccc(S(=O)(=O)NC2=NCCC2)c1	-2.0	3.8	-2.1	0.7	-17.5	-6.7	14.5	-3.6	4.7
26	CCOc1ccc(C(=O)NCC(=O)OCC(=O)N2CCCCC2)cc1	-8.7	5.5	1.4	-5.8	-21.1	-8.9	-9.9	-10.0[fluorescence artefact?]	11.3
27	Cc1occc1-c1n[nH]c(=S)n1-c1ccccc1	-16.0[fluorescence artefact?]	4.6	2.5	2.3	-9.9	-0.1	9.5	20.5	14.7
28	CCN(CC(O)COc1ccc(OCC(O)CN(CC)C2CCCCC2)cc1)C1CCCCC1 (stereo not drawn)	-1.3[fluorescence artefact?]	-4.9	-0.5	-2.5	-14.3	-12.2	-0.5	4.6	10.2
29	O=c1[nH]c(C2CCN(S(=O)(=O)c3ccccc3)CC2)nc2c1nnn2Cc1ccccc1	-13.3	1.6	-0.1	x	17.6	0.5	1.1	3.1	11.6
30	CCn1ccc(C(=O)Oc2ccc(Cl)cc2)n1	4.9	3.2	2.8	-0.2	-0.9	4.2	-7.9	-4.2	3.9
31	COc1ccc(C(=O)N(Cc2ccco2)Cc2cccs2)c(O)c1	-13.3	-5.1	-0.5	-2.2	1.2	-31.1	-5.7	-4.3[fluorescence artefact?]	-8.9
32	O=C(NC(c1ccccc1)c1cc(Cl)c2cccnc2c1O)c1cccnc1 (stereo not drawn)	-15.6[fluorescence artefact?]	2.2	-1.5	5.6	-37.0	2.3	4.4	0.9	8.7
33	O=C(COC(=O)c1ccccc1NS(=O)(=O)c1ccc(Cl)cc1)NCc1ccccc1	-6.5	-1.5	-0.1	22.4	-12.3	-19.0	1.5	1.9[fluorescence artefact?]	12.1
34	Cc1ccc(NC(=O)CO/N=C/c2ccccc2C)c(C)c1	-1.7	-3.3	1.4	-3.8	-6.1	-9.9	9.3	-1.6	6.0
35	CC(=O)NC(Cc1c[nH]c2ccccc12)C(=O)N1CCc2ccccc2C1 (stereo not drawn)	-3.3	-2.2	1.0	6.7	2.0	7.2	-0.9	-2.1	2.6
36	Fc1ccc(Nc2ccc(-c3ccc(F)cc3)nn2)cc1	-5.9	3.8	-2.9	4.3	7.9	-3.6	-4.1	-2.2	11.0
37	Cc1cc(C)cc(Oc2nn[nH]n2)c1	70.7*	-5.5	0.7	4.9	-16.1	1.4	0.6	-2.0	13.7
38	CCOC(=O)c1c(C)[nH]c(C(=O)CSc2nnnn2-c2ccc(C)cc2)c1C	-10.5	-7.4	-3.3	-4.2	-3.9	-1.3	-5.3	-30.4	12.4
39	C=CCN(c1ccccc1C(=O)NCC(=O)OCC)S(=O)(=O)c1ccc(C)cc1	-16.5	0.5	1.6	10.6	-3.1	-7.5	-1.0	-0.9	5.2
40	CCCC(C)C(=O)Nc1cccc(NC(C)=O)c1 (stereo not drawn)	-0.5	1.9	-3.2	-0.4	-3.6	-16.1	-3.6	5.5	-5.9

Next section:
No.	Molecule	14-3-3 Bad inh	p97 inhibitor	Wee1 stabilizer	Rad51 HR inh	hK5 inh	Mdm2 ligase inh	FXIa inh 1536	eIF4E-4G inh	FXIIa inh 1536
41	CCn1c(N2CCC(C)CC2)nc2c1c(=O)n(C)c(=O)n2C	3.7[fluorescence artefact?]	-2.0	0.2	-1.1	-7.7	-31.1	4.1	3.5	14.9
42	CC(C)NC(=S)N/N=C/c1cc(Br)ccc1O	-6.5	4.0	-0.6	1.5	-33.8	-10.9	25.1	-9.2	23.2
43	O=C(Nc1nc(-c2ccco2)c(-c2ccco2)s1)C1CC(=O)N(c2ccc3c(c2)OCCO3)C1 (stereo not drawn)	-11.3[fluorescence artefact?]	12.3	0.2	3.4	-50.8	-2.1	1.2	-16.7[fluorescence artefact?]	2.5
44	COc1cccc(-n2c(COc3ccccc3C)nnc2SCC(=O)O)c1	2.1	-2.3	-0.9	4.3	3.9	-14.7	-14.8	-0.6	14.2
45	O=C(CCc1ccccc1)NNC(=O)C12CC3CC(CC(C3)C1)C2	-11.0	-5.5	0.4	-3.2	2.9	7.7	-2.9	-0.6	10.2
46	CCNC(=O)C(C)Oc1ccc(Cl)cc1Cl (stereo not drawn)	-9.7	-0.1	-1.5	16.7	-12.2	-10.9	-4.2	0.2	-5.8
47	CC(C)c1ccccc1NC(=O)COc1ccc(C(=O)NCCc2ccccc2)cc1	6.2	-5.0	-1.5	-0.5	-18.4	-13.1	-5.4	-0.8	3.5

Screens: PubChem BioAssay, several laboratories
